PRMT1 inh: PRMT1 methyltransferase inhibitors, primary screen, biochemical, fluorescence polarization. Protein arginine N-methyltransferase 1 (Homo sapiens), Q99873. recombinant PRMT1, activity-based probe fluorescence polarization. inhibition, % at 2.79 µM. 1.3% of 370,000 active;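 active = inhibition above about 21% made by adding two undisclosed values, limit read from the data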
SIAE inh: human SIAE inhibitors, primary screen, biochemical, fluorescence polarization, FP-Rh probe, 1536-well HTS; Sialate O-acetylesterase (Homo sapiens), Q9HAT2; SIAE FP-Rh probe binding; inhibition, % at 9.66 µM; 0.69% of 370,000 active;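 active = inhibition above a cutoff: mean of compounds within the control limits plus 3 SD of those, cut at about 17% in these data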;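 note: 0% = plate median of compound wells and 100% = probe without SIAE protein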
Target sequence (Q9HAT2 whole entry, looked up): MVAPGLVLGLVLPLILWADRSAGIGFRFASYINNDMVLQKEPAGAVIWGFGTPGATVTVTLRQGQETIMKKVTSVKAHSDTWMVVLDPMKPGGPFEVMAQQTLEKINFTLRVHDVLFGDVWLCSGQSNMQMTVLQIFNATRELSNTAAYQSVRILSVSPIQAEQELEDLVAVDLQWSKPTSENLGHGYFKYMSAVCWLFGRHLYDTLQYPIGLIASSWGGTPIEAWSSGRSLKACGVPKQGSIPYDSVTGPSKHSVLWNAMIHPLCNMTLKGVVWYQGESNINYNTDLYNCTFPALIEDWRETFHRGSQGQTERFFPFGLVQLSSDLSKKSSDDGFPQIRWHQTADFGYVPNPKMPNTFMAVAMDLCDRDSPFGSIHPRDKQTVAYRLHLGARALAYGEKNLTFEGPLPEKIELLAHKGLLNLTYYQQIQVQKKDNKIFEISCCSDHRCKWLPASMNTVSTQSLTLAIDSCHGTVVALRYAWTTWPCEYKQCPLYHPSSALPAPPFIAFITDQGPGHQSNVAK
PG9 binder: binders of HIV-1 gp120 antibody PG9, primary screen, biochemical, TR-FRET; AID 624416, 2012; inhibition, % at 6.7 µM; TR-FRET gp120-PG9 antibody binding; HIV-1 gp120 / PG9 antibody interaction; 0.43% of 360,000 active; in the data active = inhibition above about 8.5%
TDP2 inh: human TDP2 enzyme inhibitors, primary screen, biochemical, epi absorbance, recombinant enzyme | Tyrosyl-DNA phosphodiesterase 2 (Homo sapiens), O95551 | T5PNP hydrolysis, p-nitrophenol absorbance 415 nm | inhibition, % at 12.8 µM | 0.34% of 370,000 active;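 active = inhibition above the mean of all tested compounds plus 3 SD, set per campaign, cut at about 25% in these data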;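 note: 0% = DMSO with enzyme and 100% = buffer with substrate but no TDP2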
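System: recombinant human TDP2 / Amount: 120 nM TDP2 per well / Also added: 5 mM T5PNP chromogenic substrate / Doses: 12.8 µM single point, 1% DMSO / Incubation: 2 h at 37 °C / Detection: p-Nitrophenol epi absorbance / Evaluation: % inhibition relative to enzyme-containing and enzyme-free wells / Repeats: singlicate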
UHRF1 binding: UHRF1 methylated DNA binding inhibitors, primary screen, counter-screen for MBD2 inhibitor project, biochemical, TR-FRET, human UHRF1, single concentration. inhibition, % at 4.4 µM. AID 687016, 2013. E3 ubiquitin-protein ligase UHRF1 (Homo sapiens), Q96T88. 0.75% of 370,000 active. UHRF1 binding to methylated oligo; in the data active = inhibition above about 21%;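 note: UHRF1 SRA domain binding a hemimethylated CpG hairpin DNA probe; 0% = median of test compound wells and 100% = reference inhibitor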
HTRA1 inhibitor: HTRA1 serine protease inhibitors, primary screen, biochemical, fluorescence polarization, HTS | recombinant HTRA1, FP-rhodamine activity-based probe | 0.5% of 340,000 active | AID 504803, 2011 | Q92743 | inhibition, % at 5.96 µM; in the data active = inhibition above about 36%;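 note: 0% = enzyme with DMSO and 100% = wells lacking enzyme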
Target sequence (Q92743 whole entry, looked up): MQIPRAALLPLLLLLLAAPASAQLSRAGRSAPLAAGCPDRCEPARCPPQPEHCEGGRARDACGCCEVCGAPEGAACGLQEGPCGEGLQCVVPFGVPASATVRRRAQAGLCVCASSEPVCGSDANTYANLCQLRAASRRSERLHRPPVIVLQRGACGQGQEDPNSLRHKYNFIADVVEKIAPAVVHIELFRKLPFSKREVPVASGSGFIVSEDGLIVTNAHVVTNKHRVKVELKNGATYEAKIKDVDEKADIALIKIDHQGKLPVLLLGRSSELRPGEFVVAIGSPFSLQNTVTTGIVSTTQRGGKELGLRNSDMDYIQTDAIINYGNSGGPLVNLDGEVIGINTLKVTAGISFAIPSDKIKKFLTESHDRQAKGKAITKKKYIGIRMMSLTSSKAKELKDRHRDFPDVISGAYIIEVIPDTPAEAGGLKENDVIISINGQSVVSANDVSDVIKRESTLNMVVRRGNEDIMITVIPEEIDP
TCR CD3 inh: inhibitors of human TCR-CD3 interaction, primary screen, biochemical, fluorescence, TAMRA-labeled TCR probe | T-cell receptor (TCR) | AID 651800, 2012 | 0.37% of 360,000 active | inhibition, % at 9.4 µM; in the data active = inhibition above about 19%;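 note: recombinant mutant TCR 2C K166C tagged with TAMRA read by polarization; 0% = receptor in buffer alone and 100% = receptor with positive control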
mABHD4 FP: ABHD4 inhibitors, primary screen, biochemical, fluorescence polarization, mouse | inhibition, % at 8.92 µM | purified mABHD4, FP-Rh probe fluorescence polarization | 0.54% of 370,000 active;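 active = inhibition exceeding the mean over every tested compound plus 3 SD, cut at about 30% in these data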;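 note: 0% = plate median of compound wells and 100% = S159A mutant with DMSO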
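system = mouse ABHD4 enzyme, wild type | medium = HEPES pH 7.0, NaCl, Pluronic buffer | also added = FP-Rh probe | incubation = Enzyme–compound pre-incubation 45 min, then probe 60 min, both 25 °C | technique = fluorescence polarization, excitation 525 nm, emission 598 nm, BODIPY TMR filters | controls = S159A mutant high control, sample median low control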
Tn7 DDE FP: inhibitors of Tn7 peptide binding to fibrin DD(E), primary screen, biochemical, fluorescence polarization, human fibrin, Tn7 probe; FP displacement of FITC-Tn7 peptide from fibrin DD(E); 0% = median of compound wells per plate; 0.13% of 370,000 active; AID 720508, 2013; inhibition, % at 8.3 µM;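 active = inhibition above the mean of compounds falling within the control limits plus 3 SD of them, cut at about 14% in these data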;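 note: 0% = plate median of compound wells and 100% = 10 µM Aha-Tn7 peptide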
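Assay system: human fibrin DD(E). Input: DD(E) 2 µM final. Medium: Tris buffer with calcium and detergent, pH 7.8. Compound dosing: single point at 8.3 µM. Timing: 10 min plus 3 h, room temperature. Technique: fluorescence polarization of the labelled Tn7 tracer. Read-out: percent inhibition. Replicates: singlicate testing.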
LEDGF integ inh: blockers of LEDGF/p75-dependent integrase strand transfer – biochemical, TR-FRET, high throughput, primary screen; HIV-1 integrase (with human LEDGF/p75); TR-FRET IN-LEDGF/p75 DNA integration, Eu/Cy5; inhibition, % at 3.7 µM; 0.64% of 370,000 active;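 active = inhibition above the screen-wide mean plus 3 SD, cut at about 13% in these data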;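 note: signal is the Cy5 over europium emission ratio at 671 and 618 nm; 0% = plate median of compound wells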
Starred values were filed as active, the others as inactive; . = no result given.

no. | Structure | PRMT1 inh | SIAE inh | PG9 binder | TDP2 inh | UHRF1 binding | HTRA1 inhibitor | TCR CD3 inh | mABHD4 FP | Tn7 DDE FP | LEDGF integ inh
1 | CCC(C)[C@H](NS(=O)(=O)c1ccc(C)cc1)C(=O)N1CCC(C(=O)N[C@H](C(=O)O)c2ccccc2)CC1 (some centres undefined) | -5 | -6 | 0.8 | 4 | 0 | 0 | 3 | 2 | -2 | -1
2 | Cc1cc(-c2ccc(C)c(S(=O)(=O)Nc3cc(C)on3)c2)on1 | 2 | -4 | 0.3 | 11 | 2 | 6 | -3 | 5 | 0 | -3
3 | Cc1cc(=O)oc(C)c1C(=O)N1CCN(C)CC1 | -3 | 0 | -0.2 | 3 | 2 | 0 | -2 | -1 | -5 | 1
4 | O=C(c1ccccc1)c1cnc[nH]1 | 3 | 5 | -1.2 | 0 | 3 | 5 | -5 | -6 | 9 | -1
5 | Cc1cccc(C)c1NC(=O)CCS(=O)(=O)c1cccc2nonc12 | 1 | 0 | -0.1 | 1 | -4 | 7 | 4 | 0 | 8 | 2
6 | CN1CCCCC(NC(=O)c2ccc(F)cc2)C1=O (centres undefined) | 3 | -3 | -0.6 | 0 | -2 | . | 6 | 4 | -7 | 1
7 | O=C(/C=C/c1ccco1)NC1CCCC1 | 14 | 1 | -0.1 | -2 | 7 | 3 | -4 | 0 | -4 | 2
8 | COc1ccc(Cl)cc1NS(=O)(=O)c1cccc(C(=O)NCC2(N(C)C)CCCCC2)c1 | 1 | 3 | -0.9 | 9 | 1 | 1 | 1 | 8 | 6 | -5
9 | COc1ccc(CNC(=O)C2CC(c3ccc(OC)cc3)=NO2)cc1 (centres undefined) | 2 | -4 | 1.9 | 2 | -2 | 2 | -6 | 1 | 6 | 1
10 | c1ccc(COc2ccc(CNCc3cccs3)cc2)cc1 | -1 | -1 | 0.1 | -1 | 3 | -6 | -5 | 6 | -1 | -2
11 | CCCn1c(SCC(=O)NCc2ccc(Cl)cc2)n[nH]c1=O | 1 | -2 | -0.8 | -7 | 2 | -1 | -1 | -3 | 8 | -2
12 | COc1cccc(/C=C2\SC(N3CCC(C)CC3)=NC2=O)c1OC | 7 | -3 | -1.0 | -11 | 1 | -4 | -3 | 5 | 2 | -1
13 | CCCCCn1c(CN2CCN(Cc3ccccc3)CC2)nc2c1c(=O)n(C)c(=O)n2C | 0 | -1 | -2.0 | 1 | 6 | 0 | 2 | -5 | -4 | 0
14 | Cc1ccc([C@H]2C[C@@H](n3cc(-c4ccc(F)cc4)nn3)[C@H](O)CN2Cc2cccs2)cc1 | 3 | -2 | -0.3 | -5 | -4 | -15 | -3 | 0 | 9 | 0
15 | COc1cc(OC)cc(C(=O)Nc2ccc(C(=O)NCC3CCCO3)cc2)c1 (centres undefined) | 2 | -6 | -0.4 | 1 | 1 | -2 | -9 | 2 | 5 | -4

Screen by screen, quoted from above:
UHRF1 binding, nos. 7–10 → 7, 1, -2, 3

Record cards, from the list above. Values in the order: PRMT1 inh	SIAE inh	PG9 binder	TDP2 inh	UHRF1 binding	HTRA1 inhibitor	TCR CD3 inh	mABHD4 FP	Tn7 DDE FP	LEDGF integ inh
CCCn1c(SCC(=O)NCc2ccc(Cl)cc2)n[nH]c1=O as listed: 1	-2	-0.8	-7	2	-1	-1	-3	8	-2
O=C(/C=C/c1ccco1)NC1CCCC1 as listed: 14	1	-0.1	-2	7	3	-4	0	-4	2

(next part)
no. | Structure | PRMT1 inh | SIAE inh | PG9 binder | TDP2 inh | UHRF1 binding | HTRA1 inhibitor | TCR CD3 inh | mABHD4 FP | Tn7 DDE FP | LEDGF integ inh
16 | O=C(N/N=C/c1c[nH]c2ccccc12)c1cccs1 | 1 | 16 | -1.4 | 3 | -1 | . | 6 | -3 | -3 | -1
17 | COc1ccc(C(=O)OCC(=O)NC23CC4CC(CC(C4)C2)C3)c(O)c1 | -1 | -4 | 1.0 | 4 | -1 | -29 | 8 | 7 | 5 | 0
18 | COc1ccc(C(=O)c2ccc(C)cc2)c(OC)c1OC | -3 | 5 | -0.5 | -5 | 0 | -6 | -4 | -7 | -3 | 2
19 | COc1ccc(S(=O)(=O)NCc2ccc(C(=O)N(C)Cc3ccco3)cc2)cc1 | 1 | 2 | -0.6 | 1 | -2 | -2 | 6 | -2 | 0 | 2
20 | O=C(Nc1ccccn1)C1CCN(S(=O)(=O)c2ccc3c(c2)OCCCO3)CC1 | 0 | -3 | -0.6 | -1 | -2 | -1 | 2 | -10 | 0 | 5
21 | O=C(Nc1ncc(S(=O)(=O)c2ccc([N+](=O)[O-])cc2)s1)c1cccnc1 | 1 | 16 | -0.3 | 6 | 0 | -10 | 8 | 1 | -1 | 2
22 | O=C(O)CP(=O)(O)O | 0 | -2 | -0.2 | -4 | 0 | 4 | -7 | 20 | 1 | 0
23 | c1cncc(-c2nn[nH]n2)c1 | 2 | 1 | 1.8 | -13 | 8 | 6 | 8 | -4 | 0 | -5
24 | COc1ccc(-c2csc(CCn3nc(C)cc3C)n2)cc1 | -3 | -8 | -3.5 | -14 | 1 | -8 | 4 | -14 | -13 | 4
25 | COc1ccc(NC2=CC(=O)CC(c3ccc(C)cc3)C2)c(OC)c1 (centres undefined) | 0 | 5 | -2.3 | -10 | -2 | -14 | 2 | 24 | -8 | -4
26 | Cc1cc(C(=O)N(C)CC(=O)Nc2cccc(F)c2)no1 | -2 | 4 | 0.3 | 19 | -1 | 2 | -1 | 1 | -3 | 2
27 | CCN(CC)c1nc(C(N)=O)cc(-c2ccccc2)n1 | -1 | -2 | 1.2 | -4 | -2 | -28 | 4 | -8 | -2 | 3
28 | CCOC(=O)[C@]12CCCC=C1N(Cc1ccc(OC)cc1)C(=O)[C@@H]2CC(=O)N1CCSCC1 | 0 | -5 | . | -4 | 1 | . | . | -2 | 3 | 0
29 | COc1ccc(-n2c(Cc3cccn3C)nnc2SCC(=O)N2CCOCC2)cc1 | 0 | 14 | 0.1 | 1 | -2 | 3 | 3 | 5 | -4 | -2
30 | COCCNc1nc(-c2ccc(Cl)cc2C)c2sccc2n1 | -4 | 1 | 1.5 | -6 | -2 | . | 3 | -9 | 0 | 1
31 | CCCCOC(=O)Nc1ccc(N2CCCCC2)cc1 | 4 | 5 | -1.4 | -14 | 4 | 2 | -5 | -10 | -1 | 2
32 | O=C(NCC1(N2CCCCC2)CCCCC1)c1ccc(S(=O)(=O)N2CCCC2)cc1 | -1 | 1 | -0.3 | -18 | -2 | -6 | 3 | 5 | 3 | 2
33 | Cc1cc(C(=O)Nc2ccccc2C(=O)O)ccc1NC(=O)COc1cccc([N+](=O)[O-])c1 | 5 | -7 | 2.2 | -2 | 5 | 5 | -1 | -8 | -2 | 2
34 | O=C(NCc1cccs1)NC1CCCCC1 | -1 | -3 | -1.1 | -14 | 3 | 3 | -2 | 1 | -10 | 4
35 | O=C(Nc1ccc(F)cc1F)Nc1csc2ccccc12 | 11 | 4 | -1.4 | -10 | 33* | . | -5 | -1 | -6 | -5
36 | CC(=O)c1ccc(N2CCN(C(=O)COc3ccccc3F)CC2)c(F)c1 | -2 | 2 | -2.2 | 0 | -2 | -2 | 0 | 1 | -2 | 2
37 | CCOC(=O)CSc1nc2ccccc2c(=O)n1-c1ccc(C(=O)NCCOC)cc1 | 0 | 2 | -0.4 | -2 | 0 | -3 | 3 | 1 | -2 | -2
38 | CCN=C1SC(CC(=O)Nc2ccc(C)cc2)C(=O)N1CC (centres undefined) | 5 | -4 | 2.1 | -8 | 7 | -1 | -6 | -14 | -1 | -4
39 | CCOC(=O)C/C(C)=N\Nc1ccc([N+](=O)[O-])cc1[N+](=O)[O-] | -1 | 4 | -1.8 | 5 | -7 | -5 | -3 | 1 | 4 | -1
40 | COc1ccc(CN2CCN(C(=O)c3cccc4ccccc34)CC2)c(OC)c1OC | 3 | 4 | 0.2 | -1 | 5 | 0 | -23 | 2 | -2 | -3
41 | Cc1ccc(/C=N/Nc2nnc(Cc3ccccc3)c(=O)[nH]2)o1 | -3 | 0 | -1.6 | 3 | 1 | 7 | 10 | 1 | 2 | -2
42 | CCN(CC)C(=O)c1[nH]cnc1C(=O)N[C@@H](C)C(=O)OCc1ccccc1 | 1 | 1 | -0.2 | 6 | 2 | 2 | 0 | 3 | 0 | 0
43 | CCOC(=O)c1cc(Cl)c2c(ccc3ccccc32)n1 | 2 | -4 | 0.3 | -1 | 0 | -6 | 5 | 4 | 4 | 0
44 | COc1cccc(NC(=O)CN(C)C(=O)c2ccc3c(c2)S(=O)(=O)N=C2CCCCCN23)c1 | -3 | 2 | -0.9 | 0 | -3 | 3 | 2 | -2 | -2 | 7
45 | COCCNC(=O)C(c1ccc(F)cc1)N(Cc1ccccc1)C(=O)CCC(=O)Nc1nccs1 (centres undefined) | 3 | -2 | -0.3 | 2 | -2 | 1 | 6 | 4 | 5 | 0
46 | CC(C)N(C(C)C)S(=O)(=O)c1ccc(NC(=O)c2cnccn2)cc1 | -4 | -2 | -1.5 | 18 | -2 | -8 | 0 | -4 | -7 | 2
47 | CC(C)(C)C1CCN2CCCC(c3ccccc3)(C1)C2=O (centres undefined) | 4 | 5 | -1.2 | 4 | 1 | . | -2 | 2 | -1 | -6
48 | CN1CCc2c(sc3nc(SCC(=O)N4CCCCC4)n(-c4ccccc4)c(=O)c23)C1 | -2 | 9 | -2.0 | 19 | 5 | 2 | 8 | -2 | -8 | 3
49 | CC(CCc1ccccc1)NC(=O)c1ccc(F)cc1 (centres undefined) | 4 | 3 | -1.6 | -1 | -1 | 5 | -9 | -7 | 7 | -6
50 | COc1ccc(-c2ccc(OC)c([C@H]3[C@H]4C=CC[C@@H](C)[C@@H]4C(=O)N3Cc3ccccc3)c2)cc1C | 2 | -7 | 0.8 | -2 | -1 | -10 | 4 | 5 | 4 | -4
51 | CCCCCCNC(=O)CC(NS(=O)(=O)c1ccc(OC)cc1)C(C)C (centres undefined) | 1 | -9 | -0.4 | 1 | 1 | 1 | -2 | -1 | -4 | -2
52 | O=C(N/N=C/c1ccc(N2CCOCC2)o1)c1cccc([N+](=O)[O-])c1 | 7 | -4 | -11 | -13 | -4 | 13 | 0 | 18 | -3 | -3

From PubChem BioAssay
